Assay outcomes from PubChem BioAssay.
HCT116 bCat-KO – beta-catenin-lacking colon tumor cell growth suppression. HCT116 beta-catenin knockout viability, CellTiter-Glo, 60 h; active compounds read low. viability, % at 10 µM. 140,000 compounds, 1.5% hits;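 active = viability at or under a set limit, the compound median less 4 SD, cut at about 6% in these data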;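 also: 0% = Hyamine 1622 control at 20 µM and 100% = untreated cell control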
Yeast lifespan up – extends the lifespan of yeast; AID 775; inhibition of the nicotinamide effect, % at 10 µM; S. cerevisiae growth with nicotinamide, OD615; deaD strain in restrictive glucose medium; 130,000 compounds, 0.68% hits;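 active = inhibition above a set limit, placed 3 SD over the median of all compounds, cut at about 26% in these data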;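 also: 0% = nicotinamide-treated wells and 100% = cells grown without nicotinamide; some compounds called inactive have numbers as strong as hits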
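assay system = DeaD-strain S. cerevisiae | measured by = absorbance at 615 nm | probe or stimulus = nicotinamide 1.5 mM | buffer or medium = CSMM-D glucose medium, restrictive | times = 48 h at 30 °C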
NPY-Y2 antag – NPY-Y2 (human) receptor antagonism. P49146. NPY-Y2 expressing cells, antagonist mode. inhibition, % at 2.7 µM. 140,000 compounds, 0.99% hits; in the data active = inhibition above about 17%;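 also: 0% = vehicle with agonist challenge and 100% = reference antagonist with challenge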
Target sequence (P49146 whole entry, looked up): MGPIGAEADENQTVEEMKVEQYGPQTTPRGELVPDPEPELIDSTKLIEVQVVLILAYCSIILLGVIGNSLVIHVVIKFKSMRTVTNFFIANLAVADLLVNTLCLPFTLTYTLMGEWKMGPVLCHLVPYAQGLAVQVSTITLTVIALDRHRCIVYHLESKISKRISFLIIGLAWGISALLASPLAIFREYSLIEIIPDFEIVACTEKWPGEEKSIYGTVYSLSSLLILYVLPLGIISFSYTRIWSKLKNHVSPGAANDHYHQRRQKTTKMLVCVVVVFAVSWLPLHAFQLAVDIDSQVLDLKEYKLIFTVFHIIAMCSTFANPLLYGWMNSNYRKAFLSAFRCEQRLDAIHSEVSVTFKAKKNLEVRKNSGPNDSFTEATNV
Yeast growth inh – reduces growth of yeast BB579 in restrictive medium | AID 804 | S. cerevisiae BB579 growth, OD615, 48 h | 140,000 compounds, 0.51% hits | inhibition, % at 10 µM;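 active = inhibition above a set limit, 3 SD over the mean compound inhibition, cut at about 44% in these data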; also: inactives centre near -24
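Test system: S. cerevisiae DeaD strain BB579 yeast; Medium: restrictive CSMM-D medium; Compound: one dose, 10 µM compound with 0.25% DMSO; Incubation: 4 h cell preincubation, 48 h compound exposure, 30 °C humidified; Signal: OD at 615 nm; Benchmarks: amphotericin B at 10 µg/mL as positive control.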
GALR2 antag – antagonists of human galanin receptor 2 (GALR2). O43603. GALR2-expressing cells, antagonist mode. inhibition, % at 4 µM. 140,000 compounds, 0.39% hits. AID 828; in the data active = inhibition above about 27%;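 also: cells stimulated with galanin 1-16 at roughly its EC80; 0% = agonist challenge control and 100% = basal control without agonist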
Target sequence (O43603 whole entry, looked up): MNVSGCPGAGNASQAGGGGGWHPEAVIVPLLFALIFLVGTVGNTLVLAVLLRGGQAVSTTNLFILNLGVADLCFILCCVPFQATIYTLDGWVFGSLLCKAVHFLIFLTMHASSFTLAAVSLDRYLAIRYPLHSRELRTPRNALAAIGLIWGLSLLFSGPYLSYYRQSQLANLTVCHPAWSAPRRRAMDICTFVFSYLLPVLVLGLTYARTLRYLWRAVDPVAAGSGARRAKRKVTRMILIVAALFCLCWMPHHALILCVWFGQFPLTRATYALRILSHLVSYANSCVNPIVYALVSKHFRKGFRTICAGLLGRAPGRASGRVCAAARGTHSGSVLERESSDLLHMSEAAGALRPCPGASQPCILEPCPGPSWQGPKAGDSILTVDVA
E-sel TNF inh – TNF alpha driven E-selectin expression inhibition; HUVEC TNFa-induced E-selectin immunofluorescence, high content; inhibition, % at 2 µM; 120,000 compounds, 0.71% hits; AID 1246;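 active = inhibition above the batch mean plus 3 SD, and confirmed as a hit on visual image review, cut at about 43% in these data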;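 also: 0% = TNF-stimulated DMSO wells and 100% = unstimulated control wells; not every result past the cut was called active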
Phagocyt inh – inhibitors of macrophage phagocytosis | 110,000 compounds, 0.07% hits | inhibition, % at 5 µM | AID 1029 | J774A.1 macrophage IgG-bead phagocytosis, imaging;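 active = inhibition above the mean of the plate negative controls plus 5 SD, cut at about 13% in these data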;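 also: phagocytic index as fraction of beads internalized from green versus red external bead signal; plate controls were DMSO negative control for no effect and cytochalasin-D positive control for full effect; some results beyond the cut were filed as inactive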
Measles CPE – protection of cells from measles virus; 140,000 compounds, 1.5% hits; AID 841; Measles virus-infected cells, CPE protection, absorbance; protection (pct of control), % at 4 µM; in the data active = protection mostly above about 24%, no sharp cut-off; inactive = mostly below about 26%; also: some compounds called inactive have numbers as strong as hits
MRP1 act – activators of MRP-1. viability increase, % at 10 µM. 140,000 compounds, 0.61% hits. H69AR cells + doxorubicin, viability rescue, CellTiter-Glo. AID 799;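 active = viability gain under doxorubicin at or above a set limit, the compound median plus 3 SD, cut at about 4.7% in these data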;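 also: MRP-1 overexpressing cells given doxorubicin 25 µM after compound pretreatment; 18-22 h compound pretreatment then 72 h with doxorubicin before readout; 0% = doxorubicin-only wells and 100% = vehicle-treated cells without doxorubicin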
HCT116 PTEN-null – growth suppressors of cells with PTEN tumor suppressor deletion. HCT116 PTEN-null viability, CellTiter-Glo, 60 h; active compounds read low. 140,000 compounds, 1.2% hits. viability, % at 10 µM;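 active = viability at or below a set limit, 4 SD under the median of all tested compounds, cut at about 3.7% in these data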;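 also: PTEN knockout HCT116 line with beta catenin targeted HCT116 as companion control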
* = called active by the depositor; / = no result given.

SMILES	Yeast lifespan up	Measles CPE	GALR2 antag	MRP1 act	HCT116 bCat-KO	Yeast growth inh	HCT116 PTEN-null	Phagocyt inh	NPY-Y2 antag	E-sel TNF inh
O=C1Nc2cc(Cl)c(Cl)cc2N(O)N1c1ccccc1	-5.7	17.6	-1.1	0.1	105.3	-64.1	102.2	-0.3	-0.9	/
CN(/N=C/C=C/c1ccccc1)C1=NS(=O)(=O)c2ccccc21	-3.4	5.9	5.8	0.9	96.8	-18.4	89.0	-10.5	2.3	/
COc1ccc(CCNC(=O)COc2ccc(-c3ccccc3)cc2)cc1OC	1.0	23.1	3.3	-2.1	81.2	-29.5	78.7	-8.0	4.4	/
C=CCNC(=O)CN(c1ccc(OC)cc1OC)S(C)(=O)=O	-4.6	16.9	-7.5	-1.7	96.7	-14.7	94.2	1.6	1.6	7.3
CC(C)NC(=O)CSc1nc2ccccc2n1CC(=O)N1CCc2ccccc21	-4.2	2.4	-7.7	-1.5	88.5	-58.0	94.7	1.4	-0.4	/
COC(=O)[C@@]1(Cc2ccc(OC)cc2)[C@H]2c3cc(C(=O)N4CCCC4)n(CCN4CCNC4=O)c3C[C@H]2CN1C(=O)c1ccccc1	-3.1	8.2	-17.0	-2.3	91.7	-41.2	90.6	/	0.6	20.1
CC1CCN(c2oc(-c3ccccc3Cl)nc2C#N)CC1	-9.9	17.0	17.0	-1.8	88.2	-5.6	81.8	-0.4	7.9	/
CC1(c2cc([N+](=O)[O-])cc([N+](=O)[O-])c2)CC(C)(C)N(C(=O)c2ccccc2)c2ccccc21 (centres undefined)	-1.4	4.7	6.0	4.6	59.5	-34.8	63.4	-1.8	-0.5	-3.1
CC(=O)c1nn(-c2cccc(Br)c2)cc1C(=O)c1ccc(C)cc1	-14.9	16.7	9.0	0.1	89.5	-45.4	86.9	-0.9	12.8	14.5
Cn1nnnc1SCC(=O)N1CCOCC1	/	6.1	2.4	-1.5	81.9	-38.4	87.2	/	-1.6	17.5
CCOc1cc(/C=C\[N+](=O)[O-])ccc1OCC(=O)Nc1ccccc1C	92.0*	4.5	15.8	-6.6	2.1*	-41.6	1.9*	2.4	2.5	-31.6
O=C(CN1CC(c2ccccc2)CC1=O)OCc1cccc(Br)c1 (centres undefined)	-7.2	5.6	-11.4	0.7	98.6	-26.5	98.2	-0.4	3.1	-8.8
O=[n+]1cc(-c2cccc3ccccc23)n([O-])c2c1CCC2	-9.9	2.8	6.6	0.4	101.5	-18.7	108.6	2.2	-1.0	10.4
CCOc1ccc(C(C(=O)Nc2ccc(F)cc2)N(C(=O)Cn2nnc3ccccc32)C2CC2)cc1 (centres undefined)	-5.4	27.7	-1.0	-3.8	61.3	-19.5	51.2	/	-0.2	6.2
CN(C)c1ccc(C2C3C(=O)N(c4ccc(C(=O)O)cc4)C(=O)C3ON2c2ccccc2)cc1 (centres undefined)	-13.5	3.1	14.5	-0.7	109.6	-52.4	102.6	0.0	1.7	/
O=c1c2c(n3cnnc3n1-c1ccccc1)-c1ccccc1CC21CCCC1	3.5	4.3	-9.1	-3.4	100.5	-39.7	94.8	-7.4	2.7	-22.7
c1ccc(NCn2cncn2)nc1	-3.3	0.8	-3.4	-0.1	97.5	-20.1	94.3	0.2	0.1	1.6
c1ccc2c(c1)CCCN2Cc1nnc2n1CCCCC2	-10.4	8.9	16.1	-3.3	80.5	16.7	96.2	0.3	3.4	/
CC1=NN(C(=O)Cc2ccc(C)cc2)C(O)(c2cccnc2)C1 (centres undefined)	1.3	25.5	2.5	-0.8	96.0	-25.6	105.5	1.4	-3.1	-35.4
CCC(=O)Nc1ccc2c(c1)C(=O)N(C1CCCCC1)C2=O	-18.7	52.4	-1.7	0.6	103.3	-27.1	89.0	0.3	1.3	19.7
CCc1cc(=O)oc2cc(C)c(CN3CCCCC3)c(O)c12	22.6	14.3	4.4	-0.8	85.3	-70.4	105.0	-0.3	-4.4	3.9
CCOc1ccc2nc(SCC(=O)NC3CCS(=O)(=O)C3)[nH]c2c1 (centres undefined)	-11.2	3.9	-1.6	-0.1	85.1	-23.5	87.7	0.2	-1.9	14.4
Cn1c(Sc2ccc(C(F)(F)F)cc2[N+](=O)[O-])nnc1-c1ccccc1	-8.6	27.4	-4.3	-5.6	36.5	-6.6	47.8	3.3	0.9	3.0
Nc1ccnc(Oc2ccc(F)cc2)c1	7.3	13.0	3.2	-1.7	99.2	-18.5	96.7	-5.5	0.3	5.8
N#Cc1ccccc1NC1=CC(=O)CCC1	-7.0	2.6	6.2	-1.3	110.0	9.4	103.3	-0.1	-1.2	-7.7
CCOC(=O)CSc1nc2c([nH]c3ccccc32)c(=O)n1C	-23.6	0.9	-1.4	-3.3	80.2	-16.7	81.1	1.2	4.1	-24.9
O=C(Nc1ccc(Nc2ccccc2)cc1)C(Cl)Cl	-6.9	3.2	-7.3	-5.0	52.8	-32.0	47.0	-2.1	-1.4	/
CCC(=O)Nc1nc2ccc(S(C)(=O)=O)cc2s1	/	52.3*	-10.6	-3.6	90.9	-4.3	85.3	/	1.8	-11.7
CCOC(=O)C/C(C)=N/NC(=O)c1cccs1	-2.0	21.5	13.9	-0.8	90.4	-29.9	99.9	-1.3	3.0	-10.1
Cc1cc(C)nc(/N=C2\NC(=O)CC(C(=O)O)N2c2ccc(Oc3ccccc3)cc2)n1 (centres undefined)	-3.1	12.1	-6.0	0.7	90.5	-44.3	89.9	-2.5	1.4	-10.2
CCCNC(=O)CN(Cc1ccco1)S(=O)(=O)c1ccc(OCC)cc1	0.1	13.2	-4.5	-2.4	85.9	-8.2	89.0	-6.2	3.7	3.8
CC(=O)Nc1ccc2nc(-c3cccnc3)[nH]c2c1	-2.9	25.6	-6.3	-3.4	100.7	-28.4	85.2	/	0.4	-24.5
CCCCn1c(N)c(N(CCC(C)C)C(=O)COC(=O)c2ccco2)c(=O)[nH]c1=O	-19.9	31.1*	-12.3	-2.6	79.2	-36.0	89.3	-1.3	2.2	-10.5
COc1ccc2c(c1)c1nc3ccccc3nc1n2Cc1ccc(OC)c(OC)c1	-4.1	7.9	-4.8	0.2	87.6	-0.1	92.2	-4.6	7.0	/
CCCC1CCC(c2ccc(C(N)=O)cc2)CC1 (centres undefined)	-20.8	6.9	1.0	-0.1	96.4	-36.3	98.4	/	1.0	-46.1
O=C(CCN1C(=O)c2ccccc2C1=O)NC(=S)Nc1ccccc1	3.3	3.6	-1.6	-0.3	94.6	-10.2	80.3	-7.3	5.6	-20.4
CC1CCN(c2nnc(N)s2)CC1	-9.2	5.4	15.7	-2.6	86.7	-16.1	86.1	/	1.4	-38.1
CCOC(=O)CNC(=O)CSc1nc2ncc(Br)cc2[nH]1	1.6	3.8	-4.5	0.3	94.3	-35.4	105.8	1.4	2.9	12.9
COc1ccc(N2CCN(c3oc(COc4ccc(Cl)cc4Cl)nc3C#N)CC2)cc1	-6.5	4.0	-2.3	2.2	80.7	-13.2	77.7	-0.5	10.8	/
Cc1ccc(C(=O)NCc2ccccc2)cc1Br	1.0	4.4	-6.6	-0.5	86.5	16.0	95.9	-4.0	5.0	6.0

Not a retest: entries from further up.
SMILES	Yeast lifespan up	Measles CPE	GALR2 antag	MRP1 act	HCT116 bCat-KO	Yeast growth inh	HCT116 PTEN-null	Phagocyt inh	NPY-Y2 antag	E-sel TNF inh
COc1ccc(N2CCN(c3oc(COc4ccc(Cl)cc4Cl)nc3C#N)CC2)cc1	-6.5	4.0	-2.3	2.2	80.7	-13.2	77.7	-0.5	10.8	/
Cc1ccc(C(=O)NCc2ccccc2)cc1Br	1.0	4.4	-6.6	-0.5	86.5	16.0	95.9	-4.0	5.0	6.0

The list continues.
SMILES	Yeast lifespan up	Measles CPE	GALR2 antag	MRP1 act	HCT116 bCat-KO	Yeast growth inh	HCT116 PTEN-null	Phagocyt inh	NPY-Y2 antag	E-sel TNF inh
COc1ccc(-c2cc(=NC(CC(C)C)C(=O)O)c3cc(C)ccc3o2)cc1 (centres undefined)	2.9	4.9	-9.9	-0.6	88.7	-19.0	79.7	/	2.7	/
COc1ccccc1C(c1nnnn1C(C)(C)C)N1CCCCCC1 (centres undefined)	-12.0	7.6	-13.7	-2.8	84.3	-30.2	95.3	-0.9	13.4	32.5
O=C(CCCn1c(=O)[nH]c2cc(Cl)ccc2c1=O)NCCCN1CCCC1	2.2	12.7	3.8	-1.4	96.3	-0.7	99.5	-0.5	-2.0	3.5
COc1ccccc1NC(=O)c1cc(S(=O)(=O)N2CCOCC2)ccc1Cl	1.6	25.2	0.5	0.2	88.0	-45.0	82.9	-2.3	1.2	6.4
O=C(c1ccccc1Oc1ccccc1)N1CCN(c2ccc(F)cc2)CC1	-12.6	19.6	1.3	-3.1	74.4	-47.1	78.8	/	6.5	33.2
COCCCNC(=O)CCn1c(=O)c2ccccc2n(CC(=O)Nc2cc(Cl)ccc2C)c1=O	1.3	16.4	3.3	-0.8	98.8	-36.0	106.1	-2.2	0.0	53.1
Cc1cc(C)nc(SCc2ccc(C(=O)N/N=C/c3cccc(O)c3O)cc2)n1	9.5	2.6	28.3*	-2.4	6.9	17.4	6.8	-3.3	10.5	/
O=C1C(Cl)=C(N2CCN(c3ccccc3[N+](=O)[O-])CC2)C(=O)c2ccccc21	2.3	4.1	23.7	-5.0	0.9*	-13.8	1.2*	-4.0	-1.3	23.0
CN(C)c1nc(N)nc(CSc2n[nH]c(-c3ccccc3)n2)n1	-14.0	14.1	-1.2	-0.1	104.6	-22.6	112.3	-2.3	2.9	-28.9
Cc1ccccc1Cn1nc(C)c(NC(=O)c2sc3ccccc3c2Cl)c1C	-8.3	64.2*	6.4	3.6	67.8	-34.4	59.0	-2.6	7.6	-30.4
Cc1ccc(SCc2[nH]nc3c2C(c2ccc(C)o2)C(C#N)=C(N)O3)cc1 (centres undefined)	37.9	17.0	-6.5	-3.7	72.9	-64.1	68.8	/	78.7*	/
CC(=O)Nc1ccc(C(=O)CSc2nnnn2C(C)C)cc1	-3.0	17.5	4.4	-0.3	95.9	-65.3	109.1	-1.3	1.8	-4.9
O=C(Oc1ccc(Cl)c2cccnc12)c1cccc([N+](=O)[O-])c1	-0.8	15.3	-2.4	-5.1	26.2	-2.1	22.5	-6.0	4.9	/
Cc1cc(C)n(-c2ccc([N+](=O)[O-])cc2)n1	-6.2	9.5	-2.9	0.7	88.6	-11.2	102.6	-11.3	7.9	/
COc1ccc(NC(=O)Cn2nnc(C(=O)NCc3ccccc3)c2N)cc1Cl	-3.5	4.5	-3.5	-5.5	54.2	-26.5	62.3	2.5	-3.5	-21.2
CC1CCN(c2ccc(C(=O)Nc3nnc(C4CC4)s3)cc2[N+](=O)[O-])CC1	-3.5	11.4	14.7	-1.2	92.4	-33.0	96.1	-5.1	0.8	/
